Source: PubChem (several laboratories)
DDE Tn6 FP inh: inhibitors of Tn6 peptide binding to fibrin DD(E), primary screen, biochemical, fluorescence polarization, human fibrin, Tn6 probe; Fibrin DD(E) TRITC-Tn6 fluorescence polarization displacement; inhibition, % at 8.3 µM; 0.21% of 370,000 active; AID 720509, 2013;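 active = inhibition above a per-campaign cutoff: mean of compounds within control limits plus 3 SD, cut at about 15% in these data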;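 note: 0% = median of all compound wells on the plate and 100% = blocking peptide control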
Target sequence (P02675 whole entry, looked up): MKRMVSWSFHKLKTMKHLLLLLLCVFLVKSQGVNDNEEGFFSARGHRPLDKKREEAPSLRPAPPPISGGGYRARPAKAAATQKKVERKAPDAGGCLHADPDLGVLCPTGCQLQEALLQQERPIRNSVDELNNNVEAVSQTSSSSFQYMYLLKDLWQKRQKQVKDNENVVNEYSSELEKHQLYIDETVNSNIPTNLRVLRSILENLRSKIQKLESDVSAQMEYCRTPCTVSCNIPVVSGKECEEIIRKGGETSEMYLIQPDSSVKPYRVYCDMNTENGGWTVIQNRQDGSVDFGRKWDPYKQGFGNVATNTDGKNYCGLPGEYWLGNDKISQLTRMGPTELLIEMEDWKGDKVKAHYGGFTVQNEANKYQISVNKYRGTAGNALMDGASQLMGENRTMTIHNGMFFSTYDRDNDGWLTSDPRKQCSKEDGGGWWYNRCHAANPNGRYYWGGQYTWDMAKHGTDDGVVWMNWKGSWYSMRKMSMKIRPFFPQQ
rCAG RNA binder: binders of r(CAG) RNA repeats, primary screen, biochemical, fluorescence; inhibition, % at 3 µM; 1.3% of 370,000 active; r(CAG) RNA repeat, TO-PRO-1 dye displacement fluorescence;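 active = inhibition above the plate cutoff, the mean of all test compounds on that plate plus 3 SD, cut at about 35% in these data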;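 note: 0% = DMSO alone and 100% = 100 µM mitoxantrone as full dye displacement; higher means more dye released from RNA so lower well fluorescence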
sPLA2-III inh: human group III sPLA2 inhibitors, primary screen, biochemical, QFRET, BODIPY PC-A2 liposome substrate | Group 3 secretory phospholipase A2 (Homo sapiens), Q9NZ20 | QFRET BODIPY PC-A2 liposome hydrolysis, fluorescence | inhibition, % at 12.2 µM | 0.56% of 370,000 active | AID 743126, 2013;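 active = inhibition above mean plus 3 SD of compounds lying within the high and low control bounds, cut at about 19% in these data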;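 note: 0% = median of test compound wells and 100% = no enzyme DMSO wells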
ARFGAP1 inh: inhibitors of rat ARFGAP1 GAP activity, primary screen, biochemical, fluorescence polarization, GDP tracer; 0.26% of 360,000 active; Arfgap1-stimulated ARF1 GTP hydrolysis, GDP FP detection; inhibition, % at 16.5 µM; ADP-ribosylation factor GTPase-activating protein 1 (Rattus norvegicus), Q62848;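 active = inhibition above a per-plate limit, mean inhibition of low control wells plus 3 SD, cut at about 25% in these data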;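 note: 0% = DMSO wells with enzyme and 100% = wells lacking Arfgap1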
Target sequence (Q62848 1-136 limits assumed): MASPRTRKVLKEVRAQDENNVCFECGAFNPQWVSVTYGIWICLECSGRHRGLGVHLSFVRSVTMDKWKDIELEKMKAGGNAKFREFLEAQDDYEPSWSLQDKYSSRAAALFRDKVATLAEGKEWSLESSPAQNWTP
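Replicates: Single well per compound | Assay system: Truncated rat Arfgap1 GAP domain | Control set: No-Arfgap1 wells (100%) versus DMSO full-reaction wells (0%) | Times: Enzyme reaction 120 min at 25 °C after 20 min preincubation | Reagent: Human ARF1(Δ1-17)-GTP substrate | Measured by: Tracer-displacement fluorescence polarization with EDTA stop, 620/688 nm | Measure: Percent inhibition of Arfgap1-stimulated GTP hydrolysis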
ADAM10 inh: human ADAM10 inhibitors, primary screen, biochemical, QFRET, HTS | recombinant ADAM10, EDANS/DABCYL FRET peptide cleavage, 3 h | AID 720582, 2013 | inhibition, % at 7 µM | 0.62% of 370,000 active;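 active = inhibition above a per-campaign cutoff equal to the mean of compounds falling between control-based bounds plus 3 SD, cut at about 20% in these data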;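 note: 0% = DMSO wells while the 100% control is not disclosed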
proKLK7 act: proKLK7 zymogen activators, primary screen, biochemical, fluorescence intensity; Kallikrein-7 (Homo sapiens), P49862; purified proKLK7, EDANS-DABCYL substrate fluorescence; 100% is mature enzyme control, 0% vehicle; activation, % at 7 µM; 0.9% of 370,000 active; AID 652039, 2013;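 active = activation above the mean of all tested compounds plus 3 SD, computed per campaign excluding outliers beyond control limits, cut at about 13% in these data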
ASAP1 GAP inh: inhibitors of human ASAP1 ArfGAP activity, primary screen, biochemical, fluorescence polarization. inhibition, % at 16.5 µM. ASAP1-stimulated ARF1 GTP hydrolysis, GDP FP detection. 0.19% of 360,000 active; in the data active = inhibition above about 25%;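 note: 0% = vehicle with enzyme and substrate and 100% = no enzyme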
Target sequence (Q9ULH1 325-724 limits assumed): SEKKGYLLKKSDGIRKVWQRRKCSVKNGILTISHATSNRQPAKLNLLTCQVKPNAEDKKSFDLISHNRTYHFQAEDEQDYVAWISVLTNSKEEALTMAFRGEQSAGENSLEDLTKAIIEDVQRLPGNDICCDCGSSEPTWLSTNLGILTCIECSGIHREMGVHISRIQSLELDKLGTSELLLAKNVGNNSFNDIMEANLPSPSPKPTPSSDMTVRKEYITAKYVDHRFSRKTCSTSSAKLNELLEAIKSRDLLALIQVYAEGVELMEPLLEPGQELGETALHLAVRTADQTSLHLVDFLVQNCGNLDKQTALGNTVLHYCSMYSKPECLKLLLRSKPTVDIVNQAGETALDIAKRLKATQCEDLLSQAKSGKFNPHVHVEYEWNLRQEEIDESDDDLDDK
FXN GAA850 act: FXN promoter activators, primary screen, cell-based, luciferase luminescence, HEK293 lucGAA850; HEK293 lucGAA850 FXN promoter luciferase reporter, 24 h; percent of 10 µM SAHA response; activation, % at 6 µM; 0.56% of 360,000 active;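 active = activation above the average of all compounds screened plus 3 SD, cutoff fixed separately per campaign, cut at about 7.5% in these data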;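 note: 0% = DMSO wells and 100% = 10 µM SAHA wells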
NPR1 activator: GC-A stimulated cGMP production enhancers – HEK293 GC-A cells, cGMP TR-FRET, EC30 ANP, primary screen | Atrial natriuretic peptide receptor 1 (Homo sapiens), P16066 | 0% at EC30 ANP, 100% saturating ANP | activation, % at 10 µM | 0.14% of 370,000 active; in the data active = activation above about 40%
GC-B act: human GC-B receptor activators, primary screen, HEK293 GC-B cells, cGMP TR-FRET, EC30 CNP; Atrial natriuretic peptide receptor 2 (Homo sapiens), P20594; 0% at EC30 CNP, 100% saturating CNP; activation, % at 10 µM; 0.11% of 370,000 active; AID 1920062, 2024;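 active = activation at 10 µM reaching about 35% in either raw or pattern-adjusted values, limit read from the data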
Numbers without * were called inactive; i = inactive; / = no result given. Compounds as they come; any-hit rate near 4.5%.

SMILES | DDE Tn6 FP inh | rCAG RNA binder | sPLA2-III inh | ARFGAP1 inh | ADAM10 inh | proKLK7 act | ASAP1 GAP inh | FXN GAA850 act | NPR1 activator | GC-B act
CC(C)c1ccc(S(=O)(=O)c2ccc(NN)cc2)cc1 | 1 | 6 | -16 | -8 | -6 | -0.2 | -3 | 3.0 | -3 | 3
CC(C)C(=O)Nc1cccc(S(=O)(=O)c2cccc(NC(=O)C(C)C)c2)c1 | 4 | 1 | -11 | 9 | -1 | 0.0 | 0 | 0.9 | -2 | 9
Cc1cc2ccccc2n1CCNC(=O)C1CCCCC1 | 39* | 7 | 2 | -5 | -6 | 0.7 | 3 | 0.2 | 0 | 1
CC(C)C[C@H]1CN=C(Nc2ccccc2)N1CC1CCCCC1 | -6 | 0 | -2 | 3 | -4 | -0.5 | 0 | -1.8 | -17 | -23
CC(C)C(=O)Nc1c(C(=O)c2ccc(F)cc2)oc2ccccc12 | 7 | 2 | 5 | 2 | -16 | 0.9 | 1 | 1.4 | 1 | -5
O=C(O)C1CC1(c1ccccc1)c1ccccc1 (stereo not given) | -2 | 7 | 0 | -5 | 1 | 0.4 | 1 | 0.8 | 3 | -4
CC(C)CN1CCC(=O)N([C@H](COc2ccccc2)c2ccccc2)CC1 | -3 | -10 | -2 | 8 | 4 | 1.2 | -3 | -0.9 | -3 | 1
Cc1ccc(C(=O)NC2CC(C)(C)NC(C)(C)C2)cc1 | -5 | 0 | 4 | -8 | -5 | -0.3 | 9 | 2.4 | 1 | 5
COc1ccc(C(=O)NCc2nnc(SCC(=O)N3CCC(C)CC3)o2)cc1 | 0 | -1 | -4 | 13 | 0 | -0.8 | 4 | -1.8 | 2 | 0
O=C(NCCc1ccc(F)cc1)C1CCN(C(=O)Nc2ccccc2)CC1 | -4 | -1 | 1 | -9 | -2 | 0.1 | -2 | -0.9 | 0 | 1
Cc1cccc(CN2CCN(C3CN(Cc4ccc([N+](=O)[O-])cc4)S(=O)(=O)C3)CC2)c1 (stereo not given) | 4 | 1 | 8 | -14 | -4 | 0.4 | 8 | / | -1 | -3
Nc1c2c(nc3ccccc13)N(c1ccccc1)CC2 | -2 | 5 | -28 | 3 | i | 70* | -7 | -0.3 | 5 | 3
Cc1nc2ccccc2c2oc(C(=O)NCc3ccc4c(c3)OCO4)cc12 | 5 | 2 | -7 | -12 | -5 | -0.2 | 0 | 0.5 | 8 | 3
CC(C)Cn1cnc2c(Sc3c([N+](=O)[O-])ncn3C)nc(N)nc21 | 4 | 1 | -1 | -1 | 13 | -0.8 | 11 | 0.5 | 7 | 9
CN1C(C(=O)Nc2cccc(O)c2)=CC(c2cccs2)=NS1(=O)=O | -3 | 7 | -15 | -17 | 13 | -0.9 | 4 | -1.6 | -1 | -7
Cc1cc2nc(-c3ccc(SCC(=O)N4CCN(C(=O)c5ccco5)CC4)nc3)[nH]c2cc1C | -7 | 19 | -10 | -6 | i | 0.4 | 1 | 0.0 | 4 | 8
CC1CN(C(=O)COC(=O)Cc2c(F)cccc2Cl)CC(C)O1 (stereo not given) | 3 | -1 | -4 | -16 | -7 | -0.3 | -10 | 2.3 | -1 | 5
O/N=C/C1=C(Cl)c2ccccc2CC1 | -3 | 3 | -9 | 13 | 6 | -0.6 | 19 | -1.0 | 0 | 3
Cn1cc(C(CO)Cc2ccccc2)c2ccccc21 (stereo not given) | 3 | 1 | -6 | -3 | 12 | 0.3 | -9 | -0.2 | -1 | -3
O=C(NCc1ccccc1)C(=O)NCC1OCCN1S(=O)(=O)c1ccc(Br)cc1 (stereo not given) | -2 | -2 | -8 | 10 | 4 | -0.1 | 11 | 1.3 | -1 | -4
CCCCn1c(SCC(=O)Nc2ccc3c(c2)CCC3)nc2ccccc2c1=O | 7 | 0 | 3 | -3 | 0 | 0.2 | -19 | 3.1 | -1 | 5
O=C(Nc1ccc(Cl)c(Cl)c1)c1ccc(Cn2c(=O)[nH]c3ccsc3c2=O)cc1 | -1 | 6 | 7 | -1 | -12 | 0.2 | 3 | 1.1 | -3 | -8
Cc1ccc(NC(=O)/C(=C/c2cccs2)NC(=O)c2ccco2)cc1 | -2 | -2 | 11 | 7 | 1 | -0.3 | 12 | -0.6 | -1 | 1
CCCNC(=O)c1c(O)c2c([nH]c1=O)CCCC2 | 6 | -2 | -2 | -7 | 1 | 0.2 | 6 | 3.4 | 1 | -1
CNC(=O)NC(=O)C(c1ccccc1)N(C)CC1COc2ccccc2O1 (stereo not given) | 8 | -6 | 3 | -7 | 1 | -0.4 | -2 | 0.4 | -3 | -3
Cc1cc(C)n(CC(O)COc2ccc(C(C)(C)C)cc2)n1 (stereo not given) | -6 | -10 | -4 | 14 | 4 | 0.4 | -3 | 4.5 | 3 | -1
CN(CC(=O)Nc1cccc(F)c1)C(=O)CCCNC(=O)c1ccc(Cl)cc1 | -2 | -2 | 7 | -2 | -10 | 0.2 | -13 | 3.3 | 0 | 4
COc1cccc(-c2nc(C(=O)NCC3CCCO3)cc3c2[nH]c2ccccc23)c1 (stereo not given) | 1 | 9 | -27 | 19 | -275 | -3.6 | 4 | -3.6 | 21 | 29
O=C(Nc1ccncc1)Nc1ccncc1 | 6 | 2 | 2 | -5 | 3 | -0.3 | 1 | -1.1 | -2 | -1
COc1ccc2c(c1)C(=O)[C@H](O)[C@@H](c1ccc(OC)c(Br)c1)O2 | 3 | -4 | -4 | 0 | -107 | -3.5 | -3 | / | 3 | -4
CCc1cc(=O)oc2cc(O[C@@H]3O[C@H](CO)[C@@H](O)[C@H](O)[C@H]3O)c(Cl)cc12 | -4 | 5 | -3 | 5 | -162 | -0.2 | -6 | 0.7 | 1 | -3
COc1cc(NC(=O)CSc2ccccc2)c(C(=O)O)cc1OC | 10 | 1 | -4 | -2 | 0 | 0.6 | 15 | -0.9 | 3 | -5
Cc1ccc(OCC(=O)Nc2ccc(N3CCN(S(C)(=O)=O)CC3)cc2)cc1 | 0 | -1 | 3 | -5 | 3 | 0.2 | 1 | -0.7 | 0 | -2
CCOC(=O)C1(CCOc2ccccc2)CCN(C(=O)c2ccc(-n3cccn3)cc2)CC1 | -2 | -8 | -20 | -2 | 1 | -0.5 | -9 | 1.4 | 2 | 2
COc1cccc(-c2cc(C(=O)Nc3ccccc3)c3ccccc3n2)c1 | 4 | 5 | -5 | 11 | 6 | -0.2 | -7 | 1.2 | 8 | 2
COCCn1cc(C(=O)N2CCC(C)CC2)c2c3ccccc3n(C)c2c1=O | 7 | -3 | -1 | -6 | i | 2.4 | -6 | -2.6 | 6 | 4
COc1ccc(-n2cc(CNCCCn3ccnc3)c(-c3cccc(F)c3)n2)cc1 | -2 | -4 | -26 | 0 | -9 | -0.1 | 1 | -0.6 | 1 | -5
CCC(=O)N(Cc1cc2cc(OC)ccc2[nH]c1=O)c1ccccc1C | 1 | 2 | 4 | -9 | -222 | 2.8 | 9 | -1.6 | -12 | 2
CCCOc1ccc(-c2cc(C(F)(F)F)c(C#N)c(SCC(=O)O)n2)cc1 | -4 | 21 | 1 | 7 | -130 | -2.2 | -10 | -1.6 | 0 | -2
O=C(C1CCN(S(=O)(=O)c2ccc(F)cc2)CC1)N1CC=C(c2ccccc2)CC1 | 0 | -2 | -5 | 6 | 2 | -0.4 | -2 | 0.0 | 0 | 1
O=C(Cc1ccc(F)cc1)c1ccc(O)cc1O | -6 | -3 | -23 | -3 | 8 | -0.1 | 7 | 3.8 | 7 | -2
CC(=O)n1nc(-c2cccnc2)nc1N | 2 | 1 | 10 | 15 | -7 | 0.2 | 2 | -0.8 | -4 | 9
CCOC(=O)[C@]12CCCC=C1N(Cc1ccc(OC)cc1)C(=O)[C@@H]2CC(=O)NCc1cccc(C(F)(F)F)c1 | 2 | 2 | -20 | / | 16 | 0.1 | / | / | -1 | 3
NS(=O)(=O)c1ccc(NC(=O)COC(=O)c2cn(-c3ccccc3)nc2-c2ccccc2)cc1 | -2 | 29 | -26 | 10 | 0 | 0.8 | 5 | 1.9 | -3 | -11
Cc1onc(-c2ccccc2Cl)c1C(=O)Nc1ncn[nH]1 | -3 | -1 | -3 | 7 | -4 | 0.4 | -3 | -1.0 | 2 | 1

Profiles as entered above. Order of values: DDE Tn6 FP inh	rCAG RNA binder	sPLA2-III inh	ARFGAP1 inh	ADAM10 inh	proKLK7 act	ASAP1 GAP inh	FXN GAA850 act	NPR1 activator	GC-B act
CCC(=O)N(Cc1cc2cc(OC)ccc2[nH]c1=O)c1ccccc1C is listed as 1	2	4	-9	-222	2.8	9	-1.6	-12	2
CCOC(=O)[C@]12CCCC=C1N(Cc1ccc(OC)cc1)C(=O)[C@@H]2CC(=O)NCc1cccc(C(F)(F)F)c1 is listed as 2	2	-20	/	16	0.1	/	/	-1	3
Cc1onc(-c2ccccc2Cl)c1C(=O)Nc1ncn[nH]1 is listed as -3	-1	-3	7	-4	0.4	-3	-1.0	2	1
COCCn1cc(C(=O)N2CCC(C)CC2)c2c3ccccc3n(C)c2c1=O is listed as 7	-3	-1	-6	i	2.4	-6	-2.6	6	4

The list goes on:
SMILES | DDE Tn6 FP inh | rCAG RNA binder | sPLA2-III inh | ARFGAP1 inh | ADAM10 inh | proKLK7 act | ASAP1 GAP inh | FXN GAA850 act | NPR1 activator | GC-B act
O=C(CCS(=O)(=O)Cc1ccc(Cl)cc1)NCCCN1CCOCC1 | -8 | -3 | 3 | -8 | -3 | -0.8 | 1 | -0.3 | 3 | 3
CCCCCOC(=O)c1ccccc1C(=O)O | -4 | -2 | 3 | 5 | -7 | 0.1 | -12 | -2.7 | -1 | 3
O=C(C1=NOC2(C1)C(=O)N(Cc1ccccc1)c1ccccc12)N1CCOCC1 (stereo not given) | -3 | 1 | 1 | -12 | -3 | -0.1 | -3 | / | 1 | -2
CCn1c(C)nc2cc(C(=O)NNC(=O)c3ccc(Cl)nc3)ccc21 | 4 | -1 | -5 | -9 | -3 | 0.1 | -16 | 0.6 | 0 | 5
O=C(CN1CCC(n2nnc3cc(F)ccc32)CC1)NCCc1ccccc1 | -3 | -3 | 5 | -8 | 0 | 0.5 | -10 | 3.7 | -12 | -13
CC(NC(=O)COC(=O)CN1C(=O)NC2(CCCC2)C1=O)c1ccc(F)cc1 (stereo not given) | 4 | 0 | 4 | -6 | -9 | 0.6 | -8 | 0.2 | 3 | 2
O=C(CCC(=O)Nc1nnc(C2CCCCC2)s1)NCc1cccs1 | 15 | -6 | 2 | -25 | -3 | -0.1 | 7 | 1.8 | 1 | 1
